TRPN1 ag: agonists of zebrafish TRPN1 channel | activation, % at 3 µM | hit rate 0.18% among 220,000 | HEK293 zebrafish TRPN1-YFP, Fluo-8 calcium fluorescence; 100% = response to 87 µM carbachol;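 active means activation above its plate's cutoff, the mean activation of test wells on that plate plus 3 SD, cut at about 19% in these data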;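 further: 0% = DMSO alone and 100% = 87 µM carbachol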
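Assay system: Zebrafish TRPN1-YFP in HEK293 cells | Incubation: Dye loading 1 h at 37 °C, then 30 min room temperature | Measured by: Kinetic Fluo-8 fluorescence, ex 470-495, em 515-575 nm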
TbHK1 inh: T. brucei hexokinase 1 inhibition; hit rate 0.11% among 220,000; AID 1430; inhibition, % at 10 µM; recombinant TbHK1, G6PDH-coupled NADH A340;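 active means inhibition of 50% or more in the single-dose primary screen; inactive means inhibition below 50%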
Calpain2 inh: calpain II (pig) inhibition; purified calpain II, fluorogenic peptide substrate, 30 min; inhibition, % at 16 µM; hit rate 0.37% among 220,000;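 active means inhibition above about 50%, limit read from the data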
EBV gp42 block: blocks Epstein-Barr virus glycoprotein 42 binding; inhibition, % (tested at 21.74 µM); hit rate 0.42% among 220,000; Q1HVG2; Fluorescence polarization binding assay, mP read-out; in the data active means inhibition above about 50%
Target sequence (Q1HVG2 whole entry, looked up): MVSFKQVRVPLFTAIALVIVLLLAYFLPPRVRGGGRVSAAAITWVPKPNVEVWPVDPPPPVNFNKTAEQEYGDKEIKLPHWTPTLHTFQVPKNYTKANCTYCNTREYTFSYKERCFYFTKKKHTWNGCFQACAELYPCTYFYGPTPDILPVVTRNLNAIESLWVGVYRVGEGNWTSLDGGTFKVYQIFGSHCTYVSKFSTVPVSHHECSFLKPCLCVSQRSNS
Thrombin inh: thrombin (human) inhibition; alpha-thrombin, Boc-VPR-AMC fluorogenic substrate cleavage; inhibition, % at 5 µM; hit rate 0.26% among 220,000; AID 1046;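 active means inhibition at or above 40%; inactive means inhibition below 40%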;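 further: 0% = enzyme with no compound and 100% = wells without enzyme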
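System: Human alpha-thrombin protein | Medium: pH 7.5 Tris (50 mM) with NaCl 150 mM, Tween 20 0.05% | Times: Enzyme reaction carried out at room temperature | Detection: AMC fluorescence, 355/460 nm | Evaluation: Percent inhibition scaled between no-compound controls and no-enzyme blanks | Benchmarks: Enzyme without compound as high, wells lacking enzyme as low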
KCC2 mod: KCC2 (human) Cl- transport modulation; KCC2 cells, thallium flux FluoZin-2 fluorescence; B-score of Tl+ flux slope (higher = more flux/activation; lower = inhibition) at 10 µM; hit rate 2.2% among 190,000; AID 1456;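 active means thallium flux slope and its plate-corrected score both differing from the plate sample mean at a set confidence after two filtering rounds, in either direction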;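 further: slope of fluorescence scaled to starting intensity during 10 to 20 s after thallium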
TRPML3 agonist: agonists of human TRPML3 channel | Q8TDD5 | HEK293 TRPML3-YFP, Fluo-8 calcium fluorescence; 100% = the carbachol control signal | activation, % at 3 µM | hit rate 0.29% among 220,000 | AID 1448;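 active means activation above its plate's cutoff, the mean activation of the plate's test wells plus 3 SD, cut at about 12% in these data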;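 further: 0% = DMSO only wells and 100% = carbachol wells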
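Test system: TRPML3-YFP stable HEK293 cells. Doses: single point at 3 µM. Incubation: dye loading 1 h 37 °C then 30 min ambient, 125 s read. Signal: Fluo-8 calcium dye fluorescence, ex 470-495, em 515-575 nm. Measure: percent activation from peak-to-basal fluorescence ratio, scaled between DMSO and carbachol.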
PPC-1+TRAIL kill: PPC-1 cancer cell killing with TRAIL present | PPC-1 cells + TRAIL, ATPLite viability luminescence | cell killing (% activity), % at 4 µM | hit rate 0.41% among 220,000;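 active means cell killing above 50% in the first pass at 4 µM, then a duplicate retest at 5 µM averaging 50% or more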;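 further: plate controls were cells with TRAIL plus DMSO for no effect and medium-only wells lacking cells for full effect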
Furin inhibitor: human furin inhibition; P09958; purified furin, fluorogenic substrate cleavage; inhibition, % at 30 µM; hit rate 0.061% among 220,000; AID 463115; in the data active means inhibition above about 25%; further: inactives centre near -15
Target sequence (P09958 108-714 limits assumed): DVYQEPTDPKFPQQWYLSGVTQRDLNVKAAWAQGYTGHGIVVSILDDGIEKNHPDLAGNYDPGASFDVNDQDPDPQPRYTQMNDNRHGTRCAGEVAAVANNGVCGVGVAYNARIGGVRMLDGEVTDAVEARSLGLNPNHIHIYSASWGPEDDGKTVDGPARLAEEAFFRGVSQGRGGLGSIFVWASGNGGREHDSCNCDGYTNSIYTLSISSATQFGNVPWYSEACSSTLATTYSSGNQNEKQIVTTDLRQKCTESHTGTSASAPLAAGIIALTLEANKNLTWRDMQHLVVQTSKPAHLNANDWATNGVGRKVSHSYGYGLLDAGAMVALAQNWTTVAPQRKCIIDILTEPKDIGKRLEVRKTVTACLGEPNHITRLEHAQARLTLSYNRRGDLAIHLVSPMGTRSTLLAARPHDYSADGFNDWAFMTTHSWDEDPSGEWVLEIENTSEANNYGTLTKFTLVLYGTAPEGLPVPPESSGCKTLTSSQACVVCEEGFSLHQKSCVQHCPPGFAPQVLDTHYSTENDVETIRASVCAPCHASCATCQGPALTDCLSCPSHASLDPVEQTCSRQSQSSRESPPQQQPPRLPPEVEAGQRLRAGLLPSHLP
Numbers without * were called inactive; i = inactive; nt = no result given; [ ] = another dose, or the depositor's remark.

Molecule	TRPN1 ag	TbHK1 inh	Calpain2 inh	EBV gp42 block	Thrombin inh	KCC2 mod	TRPML3 agonist	PPC-1+TRAIL kill	Furin inhibitor
O=C(c1cc([N+](=O)[O-])cc([N+](=O)[O-])c1)N(Cc1nnc(-c2ccccc2Cl)o1)C1CC1	0.6	4	38	-4	-18	-0.027	-0.8	21	-7
O=C(c1ccco1)N1CCN(C(=O)c2cccs2)CC1	-0.5	14	-3	-20	6	-0.57	0.6	13	-3[20 µM]
CCOCCCNC(=O)C(c1ccc(OC)cc1)N(Cc1ccc2c(c1)OCO2)C(=O)CNC(C)=O (centres undefined)	0.2	3	16	14	-3	-1.2	0.1	3	-11[20 µM]
COC(=O)c1sc2nc3c(cc2c1N)CCCC3	-2.7	-1	-91	9	-1	-1.2	0.0	18	-19
CN1C(=S)SC(C)(C)C1N(O)C(=O)Nc1ccc(Cl)cc1 (centres undefined)	3.9	3	23	-8	1	0.59	2.7	-4	-11
FC(F)Sc1ccc(NC(=S)NC(c2ccccc2)c2ccccc2)cc1	6.3	5	-12	5	-7	1.1	1.6	4	-4
COc1ccc(S(=O)(=O)Nc2cc3c4c(oc3c3ccccc23)CCCC4=O)cc1	0.7	-12	-299	-13	-1	-0.94	-0.2	-18	-7[20 µM]
CN(Cc1ccccc1)C(=O)CN(Cc1ccccc1)S(C)(=O)=O	1.5	-1	-12	-12	-3	2.5	0.0	30	-16[20 µM]
CC(C)Oc1ccc(C2CC(=O)N(c3ccc(C(=O)O)cc3)C2=O)cc1 (centres undefined)	0.8	0	7	-8	-16	0.15	1.1	nt	-29
Cc1nn(C(C)C(=O)NCc2ccccc2Cl)c(=O)c2c1sc1ccccc12 (centres undefined)	-0.3	-13	-28	-19	-7	-1.5	1.0	31	-10[20 µM]
O=C(NCc1ccccn1)C1CCN(S(=O)(=O)c2cccs2)CC1	1.2	8	-5	-21	6	0.12	0.6	15	-24
CC(=O)c1ccc2c(c1)N(C)c1ccccc1S2	-1.1	3	41	4	17	-0.62	-0.9	1	-5[20 µM]
O=C1NC2(CCCCC2)N=C1c1ccccc1	0.3	5	-14	-7	0	-0.25	0.0	2	-4
CCOC(=O)Cc1csc(NC(=O)c2ccc(Cl)nc2)n1	1.5	-14	-87	-13	-3	-0.27	0.4	16	-10[20 µM]
Cc1ccc(Cl)cc1NC(=S)N1CCC(c2ccccc2)C1 (centres undefined)	-1.9	4	35	6	0	-2.6	-0.5	31	-17
O=C(O)c1ccc(NC(=O)C2C3CCC(C3)C2C(=O)O)cc1 (centres undefined)	-0.1	1	-19	0	-1	0.14	0.2	11	-29
Cc1ccc(OCCn2c(NC(=O)c3ccco3)nc3ccccc32)cc1	0.6	3	-129	-12	-3	2.1	-0.3	2	-14
O=C(CCN1CCc2ccccc2C1)Nc1ccc(F)c(F)c1	0.0	-11	36	-4	-6	-1.2	0.3	14	-9
Cc1ccc(OCCN2CCN(C(=O)CCC(=O)Nc3nnc(C)s3)CC2)cc1	0.0	-7	13	-17	-3	1.5	1.0	-5	-21[20 µM]
COc1cc(/C=C/C(=O)OCC(=O)N2CCOCC2)ccc1OCC#N	0.8	-7	-43	-13	-2	1.1	0.5	7	-15
COc1ccc(NC(=O)C(=O)NCCCn2ccnc2)cc1	0.2	0	-18	-19	-2	nt	0.6	5	-25
COc1ccc(-c2nnc(SCc3nc4ccccc4c(=O)[nH]3)o2)cc1	-0.6	6	-16	-4	0	-0.39	-0.1	15	-24
Cc1ccc(/C=N/Nc2cccc3cccnc23)c(O)c1	0.8	-6	-5	-14	3	-0.022	0.0	-20	-14[20 µM]
O=c1cc(CN2CCN(Cc3ccccc3)CC2)c2cc3c(cc2o1)CCC3	-0.4	-15	25	1	-6	-2.8	-0.5	5	-6
COC(=O)C1CCN(C(=O)c2c(-c3ccccc3Cl)noc2C)CC1	-0.3	2	3	-18	-10	nt	0.8	12	-16[20 µM]
O=c1cc(COc2ncnc3ccccc23)nc2sccn12	0.1	0	-2	-3	3	0.34	1.2	-12	-20
CCc1ccc(C(C)NC(=O)Cc2ccc(F)cc2)cc1 (centres undefined)	-1.8	-2	-2	-16	1	-0.75	-1.1	-17	-20
Cc1cc2n(n1)C(c1ccco1)Nc1ccccc1-2 (centres undefined)	-1.4	3	-40	-17	4	nt	-1.1	6	-23
COc1cc(NC(=S)NC(=O)c2cc(C)cc(C)c2)ccc1NC(=O)c1cccs1	-0.2	-13	4	-12	2	1.1	0.5	4	-17[20 µM]
Cc1cccc(Nc2nnc(SCC(=O)N(C)C3CCS(=O)(=O)C3)s2)c1C (centres undefined)	0.2	-8	24	-10	0	-0.86	0.1	12	-6
COc1ccc(C)cc1NC(=O)C(NC(=O)c1cc(OC)c(OC)c(OC)c1)C(C)C (centres undefined)	-1.4	-4	-10	-6	-3	1.2	-0.7	-13	-12
C=C(C)[C@H]1CC=C(C)/C(=N/NC(=O)CNc2ccccc2OC)C1	1.6	2	-13	-18	1	0.37	0.7	12	-15[20 µM]
O=C(/C=C/Nc1ccc(Nc2ccccc2)cc1)c1cccs1	-1.3	-8	7	-12	-2	1.1	0.3	1	-30
COc1ccc(-n2cc(CNCCc3cscn3)c(-c3ccccc3Cl)n2)cc1	-0.3	10	-8	6	-1	0.72	0.4	4	-16
Cc1ccc(S(=O)(=O)N2CCSC2C(=O)O)cc1 (centres undefined)	4.1	1	7	2	-2	nt	0.3	-7	-4[20 µM]
COc1ccc(OCCC(=O)NC2=NCCS2)cc1	-0.5	-4	-19	-23	-17	-0.84	0.9	9	-5[20 µM]
Cc1ccc(S(=O)(=O)C2(C(=O)N3CCN(C4CCCCC4)CC3)CC2)cc1	-1.0	-2	-10	-16	2	0.49	0.7	11	-19[20 µM]
COCCNC(=O)CSc1nc2scc(-c3ccccc3)c2c(=O)[nH]1	0.9	-9	-14	-13	-4	-1.3	0.4	4	-19
COC(=O)c1sc(NC(=O)COc2cccc3ccccc23)nc1C	-0.9	-9	9	-10	-1	0.62	-0.4	1	-21[20 µM]
Cc1noc(C)c1C(c1ccccc1)S(=O)(=O)c1ccccc1 (centres undefined)	-3.5	30	17	-18	1	-0.52	-0.9	18	-1
CCOc1ccc(C(=O)c2cnc3ccccc3c2N2CCN(CC)CC2)cc1	0.6	-5	10	-16	3	0.56	-0.6	18	-20
O=C(CCc1ccc(O)c(O)c1)NNC(=S)Nc1ccc(Br)cc1Cl	0.3	10	-9	-6	-8	0.1	-0.1	0	-19
FC(F)(F)c1ccc(N2CCOCC2)c(Nc2nc3ccccc3n3cnnc23)c1	0.6	-46	-48	-24	2	nt	0.8	16	2
O=C(O)c1ccc(CNC(=O)c2ccc(C(F)(F)F)cc2)cc1	2.9	-1	3	-10	-10	0.054	1.1	21	0
COc1ccc(C(=O)OCC(=O)Nc2cc(S(=O)(=O)N3CCOCC3)ccc2N2CCCC2)cc1	-1.4	-5	-26	-6	0	-0.27	-0.7	15	-15
COc1ccc(OC)c(C(O)c2nc3ccccc3n2C(C)C)c1 (centres undefined)	-0.4	8	-28	-6	-4	-0.65	-0.8	-8	4[20 µM]
COc1ccc(/C=N/Nc2nc3ccccc3o2)cc1O	0.4	-51	-41	-6	-4	-0.16	0.0	44	-9[20 µM]
O=C(O)CCSc1nnc(-c2cccnc2)n1-c1ccccc1	-0.4	1	-6	-22	-2	nt	0.1	4	-8[20 µM]
O=C(Nc1ccc(N2C(=O)C3C4C=CC(C4)C3C2=O)cc1)Nc1nnc(C(F)(F)F)s1 (centres undefined)	-0.7	-5	-7	-9	-3	0.25	0.8	-31	-22
CN(C)S(=O)(=O)c1cccc(CSc2cccc[n+]2[O-])c1	-0.4	3	-8	3	-12	0.084	1.0	6	-15

The closing three records of the section before are carried over, then new ones follow.
Molecule	TRPN1 ag	TbHK1 inh	Calpain2 inh	EBV gp42 block	Thrombin inh	KCC2 mod	TRPML3 agonist	PPC-1+TRAIL kill	Furin inhibitor
O=C(O)CCSc1nnc(-c2cccnc2)n1-c1ccccc1	-0.4	1	-6	-22	-2	nt	0.1	4	-8[20 µM]
O=C(Nc1ccc(N2C(=O)C3C4C=CC(C4)C3C2=O)cc1)Nc1nnc(C(F)(F)F)s1 (centres undefined)	-0.7	-5	-7	-9	-3	0.25	0.8	-31	-22
CN(C)S(=O)(=O)c1cccc(CSc2cccc[n+]2[O-])c1	-0.4	3	-8	3	-12	0.084	1.0	6	-15
O=C(c1cnn(-c2ccccc2)c1)c1ccccc1O	-2.1	-6	35	1	-14	-1.7	0.1	14	-10
CCS(=O)(=O)N1CCN(c2ccc([N+](=O)[O-])c(NCc3ccccc3)c2)CC1	0.7	-9	-2	-16	-7	-1.2	0.1	11	-7
Cc1oc2ccc(OC(=O)COc3c(F)c(F)c(F)c(F)c3F)cc2c1C(=O)OC(C)C	0.4	4	34	3	-5	-0.017	0.2	-8	-7
NC(=S)Cc1nc2n(n1)Cc1ccccc1-2	0.1	-2	4	-17	1	0.3	0.6	16	1[20 µM]
Cc1ccc(S(=O)(=O)N2CCN(CC(=O)N/N=C/c3ccc(Br)s3)CC2)cc1	-1.1	-12	-10	-5	-9	-0.055	0.8	11	-9
COCCCN1C(=O)c2ccccc2C1C(=O)NC1CCCCCC1 (centres undefined)	0.0	6	-21	-10	7	0.6	0.2	25	-24
COC(=O)CSc1nc2cc3c(cc2cc1C#N)OCO3	0.4	2	-104	-18	-4	1.3	0.4	9	-5
CCOC(=O)c1sc2ncnc(NCc3ccco3)c2c1C	0.3	-10	-58	-23	1	128*	0.6	15	-5[20 µM]
CCOCC(=O)Nc1cc(Cl)c(OC)cc1OC	0.6	5	17	2	-12	nt	1.1	2	-5
CCOC(=O)C1=C(CC)Nc2ccccc2N=C1NC(=O)c1ccc(S(=O)(=O)N(C)C)cc1	-0.1	-11	-62	-9	-2	nt	-0.2	8	-17[20 µM]
Cc1c(Cc2ccccc2)sc(N)c1C(N)=O	-1.0	-18	-57	-7	-4	nt	0.9	7	-5[20 µM]
CCN(CCN(C)C)C(=O)Cn1ncc2c1-c1cc(C)ccc1OC2	0.7	3	-15	-4	0	-0.41	0.0	20	-13
CCOC(=O)c1ccc(NC(=S)NCCCN2CCOCC2)cc1	1.0	1	-32	-8	0	0.3	0.0	25	-23
Cc1ccc(Nc2ccc(S(=O)(=O)N3CCOCC3)cc2[N+](=O)[O-])c(C)c1	1.4	0	17	-27	-5	0.052	-0.1	-7	-18
Clc1ccc(/C=N/c2c(-c3ccco3)nc3ccccn23)cc1	1.3	-23	i	23	-5	nt	1.3	10	-42[20 µM]
N#Cc1ccccc1/C=N/Nc1nc(-c2ccccc2)c2cc(Cl)ccc2n1	0.9	5	-25	-25	3	0.1	0.1	1	-6[20 µM]
Cc1cc(C)nc(N/N=C/c2ccccc2OCc2ccccc2)n1	-0.8	-19	3	-15	3	0.15	-0.1	9	-9
COc1ccc(N(C)S(=O)(=O)c2cccc(C(=O)Nc3ccc4c(c3)OCCO4)c2)cc1	1.5	-4	18	-9	-5	-1.3	1.2	11	-18

Screens: PubChem, several laboratories
